# PAFAH1B3 inh – inhibitors of human PAFAH1B3; 0.28% of 340,000 active; Q15102; inhibition, % at 3.39 µM; recombinant PAFAH1B3, FP-rhodamine probe, fluorescence polarization;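 active = inhibition above the screen-wide average of all tested compounds plus 3 SD, cut at about 25% in these data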;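 note: 0% = enzyme with DMSO only and 100% = wells lacking PAFAH1B3 protein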
# PAD4 FP inh – blocks human protein arginine deiminase 4; Q9UM07; recombinant PAD4, RCA probe fluorescence polarization; inhibition, % at 6.36 µM; 0.41% of 330,000 active; AID 485272;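 active = percent inhibition above a cutoff equal to the mean of all tested compounds plus 3 SD, cut at about 15% in these data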;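 note: 0% = PAD4 with RCA probe and DMSO and 100% = probe without PAD4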
# Fam108B inh – Fam108B inhibition, counter-screen for RBBP9 inhibitors | recombinant Fam108B, FP-Rh probe fluorescence polarization | inhibition, % at 9.51 µM | 0.33% of 300,000 active | AID 1947;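 active = inhibition above the screen mean inhibition plus 3 SD, computed separately per campaign, cut at about 18% in these data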;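 note: inhibitors lower polarization as less probe binds the enzyme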
# LYPLA1 counter – blocks human lysophospholipase 1, a PME1 counter-screen | O75608 | recombinant LYPLA1, FP-Rh probe fluorescence polarization | inhibition, % at 5.9 µM | 0.16% of 320,000 active | AID 2174;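 active = inhibition above the mean of all tested compounds plus 3 SD, set per campaign, cut at about 14% in these data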;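 note: inhibitors block serine hydrolase probe labeling of LYPLA1 so polarization falls; 0% = enzyme with DMSO and 100% = wells lacking LYPLA1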
# Target sequence (O75608 whole entry, looked up): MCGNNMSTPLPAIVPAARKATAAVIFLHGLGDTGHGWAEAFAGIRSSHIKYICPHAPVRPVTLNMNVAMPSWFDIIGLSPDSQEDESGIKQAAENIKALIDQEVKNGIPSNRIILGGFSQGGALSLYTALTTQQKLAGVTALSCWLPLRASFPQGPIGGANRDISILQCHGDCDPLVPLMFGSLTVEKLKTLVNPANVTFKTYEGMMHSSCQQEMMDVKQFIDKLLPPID
# PAFAH1B2 FP inh – PAFAH1B2 (human) inhibition. P68402. 1.2% of 340,000 active. AID 492953. recombinant PAFAH1B2, FP-rhodamine activity probe, fluorescence polarization. inhibition, % at 3.39 µM;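 active = inhibition above the mean of all tested compounds plus 3 SD, cut at about 24% in these data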;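 note: 0% = enzyme with DMSO and 100% = wells lacking PAFAH1B2; many of its hits are not listed in these tables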
# Target sequence (P68402 whole entry, looked up): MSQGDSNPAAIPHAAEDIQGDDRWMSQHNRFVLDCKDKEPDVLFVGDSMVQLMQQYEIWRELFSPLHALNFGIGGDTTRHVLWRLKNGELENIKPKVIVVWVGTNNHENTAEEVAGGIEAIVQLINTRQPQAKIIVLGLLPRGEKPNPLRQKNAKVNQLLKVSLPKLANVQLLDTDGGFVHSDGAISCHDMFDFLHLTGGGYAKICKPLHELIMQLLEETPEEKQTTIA
# pPAFAH FP inh – inhibitors of human plasma PAF acetylhydrolase (pPAFAH) | recombinant pPAFAH, FP-rhodamine probe fluorescence polarization | inhibition, % at 3.39 µM | 1.5% of 330,000 active | AID 463082;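 active = inhibition above the mean inhibition across the screen plus 3 SD, cut at about 25% in these data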;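 note: inhibitors block binding of the rhodamine activity-based probe so polarization drops; 0% = enzyme with DMSO and 100% = wells lacking pPAFAH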
# PME-1 inh – PME-1 (human) inhibition; inhibition, % at 5.9 µM; Q9Y570; 0.53% of 320,000 active; recombinant PME-1, FP-Rh probe fluorescence polarization;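 active = inhibition above the campaign mean of all compounds plus 3 SD, cut at about 26% in these data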;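 note: competitive labeling of PME-1 active site by serine hydrolase directed probe; 0% = PME-1 with DMSO and 100% = wells lacking PME-1 enzyme; inhibitors block probe labeling so polarization falls and inhibition rises; many of its hits are not listed in these tables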
# PAFAH2 inh – PAFAH2 (human) inhibition; recombinant PAFAH2, FP-rhodamine activity probe, fluorescence polarization; inhibition, % at 3.39 µM; 0.99% of 340,000 active; AID 492956;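 active = inhibition above the mean over all tested compounds plus 3 SD, cut at about 30% in these data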;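 note: inhibitors block probe labeling of enzyme so polarization drops; 0% = enzyme with DMSO and 100% = wells lacking PAFAH2 protein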
# GSTO1 counter – blocks human GSTO1 in RBBP9 counter-screen; recombinant GSTO1, activity-based probe fluorescence polarization; 1.1% of 300,000 active; AID 1974; P78417; inhibition, % at 5.96 µM;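 active = inhibition above the campaign mean inhibition plus 3 SD, cut at about 35% in these data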;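 note: 0% = GSTO1-1 with DMSO and 100% = wells lacking GSTO1-1 enzyme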
# Target sequence (P78417 whole entry, looked up): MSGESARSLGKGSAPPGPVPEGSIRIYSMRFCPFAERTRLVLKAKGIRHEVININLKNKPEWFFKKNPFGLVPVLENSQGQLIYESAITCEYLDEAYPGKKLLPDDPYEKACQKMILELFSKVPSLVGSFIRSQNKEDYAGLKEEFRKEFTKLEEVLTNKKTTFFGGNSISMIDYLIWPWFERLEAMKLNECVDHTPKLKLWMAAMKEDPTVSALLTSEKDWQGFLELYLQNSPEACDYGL
# An asterisk follows results filed as active; . = no result given. A portion of the library (hit frequency here may not be typical).
SMILES,PAFAH1B3 inh,PAD4 FP inh,Fam108B inh,LYPLA1 counter,PAFAH1B2 FP inh,pPAFAH FP inh,PME-1 inh,PAFAH2 inh,GSTO1 counter
CS(=O)(=O)N1CCN(c2ccc(NC(=O)c3cc4ccccc4o3)cc2)CC1,4,-3,-3,1,-2,2,-1,4,-1
NC(=O)c1nsc(C(=O)N(c2cccc(F)c2)C(C(=O)NCc2ccccc2)c2ccc(O)cc2)c1N (stereo not drawn),-7,0,-5,-15,1,7,1,-7,-3
COCCCNC(=S)NNC(=S)Nc1ccc(OC)cc1,.,-3,5,0,.,-7,-8,.,3
CCC(C(=O)NCCCN1CCCCCC1)n1nc(C)c2sc3ccccc3c2c1=O (stereo not drawn),14,2,4,-2,2,-2,1,3,1
Cc1cccnc1NC(=O)CCc1nnc2ccc(N3CCC4(CC3)OCCO4)nn12,2,1,1,-2,3,0,5,-2,3
O=C(NCCCN1CCOCC1)c1cccc(S(=O)(=O)N2CCOCC2)c1,3,0,.,4,0,-1,1,8,.
O=C(Oc1ccc(/C=N/NC(=O)c2ccco2)cc1)c1ccccc1,5,-1,.,-2,6,-2,-1,-4,.
CC(C)(C)C(=O)NCCn1ccc2ccccc21,-7,1,-3,-3,3,-8,-4,1,1
C/C(=N\OCC(=O)Nc1ccc2c(c1)OCCO2)c1ccc2c(c1)OCCO2,-4,1,3,1,-1,4,-1,4,8
Oc1ccc(Cl)cc1CNCC1CCCO1 (stereo not drawn),5,1,5,-2,1,-5,-7,3,1
Cc1occc1C(=O)NCc1ccccn1,0,-3,3,2,2,8,-2,2,-4
CCSCc1nnc(SCC(=O)Nc2nccs2)n1CC,3,0,-12,3,5,-1,-3,-8,16
O=C(Cn1c2ccc(F)cc2c2nc3n(c(=O)c21)CCS3)Nc1ccc(Cl)cc1F,-8,-1,-9,-9,-4,-3,-10,-5,-17
O=C(NC1CCCCCC1)C1CC(=O)N(Cc2ccccc2)C1 (stereo not drawn),5,1,0,1,1,0,2,-1,6
O=C(OCC(CO)OC(CO)n1ccc(=O)[nH]c1=O)c1ccccc1 (stereo not drawn),-3,1,-1,-4,1,0,-2,0,4
Cc1ccc(S(=O)(=O)N2CCC(C(=O)OC(C)C(=O)NCc3ccc4c(c3)OCO4)CC2)cc1 (stereo not drawn),4,-1,-2,1,13,6,-3,0,11
c1ccc(-c2nnc(-c3ccccn3)c(-c3ccccn3)n2)nc1,.,2,-3,-1,.,5,1,.,4
COc1ccccc1C(=O)Nc1nnc(SCC(=O)NC2CCCC2)s1,-9,2,6,-6,-1,-1,-3,-1,-5
CN1C(=O)C(CC(=O)N2CCN(C(c3ccccc3)c3ccccc3)CC2)N(C)C1=O (stereo not drawn),2,3,-4,2,5,7,6,-9,1
Cc1ccc(Cn2nnc3c(=O)[nH]c(C4CCN(S(=O)(=O)Cc5ccccc5)CC4)nc32)cc1,3,0,2,3,11,10,8,-3,0
O=C(/C=C/c1ccco1)Nc1ccccn1,3,3,-1,2,2,5,-3,-2,4
COc1ccc(OC)c(-c2csc(NC(=O)CSCC(=O)Nc3cc(C)on3)n2)c1,12,-2,.,-3,5,6,3,5,.
Cc1ccccc1/C=C1\C(=O)Nc2ccc(F)cc21,-1,2,1,-5,-5,5,-1,-3,0
CCCCNC(=O)Oc1c(Br)cc2sc(=O)oc2c1Br,.,-10,26*,-1,.,52*,-10,.,66*
Cc1ccc2nc(NC(=S)NC(=O)c3ccco3)sc2c1,2,8,3,-7,-1,1,-1,1,-8
O=C(CC1CCCC1)OCn1nnc2ccccc2c1=O,2,0,0,3,6,11,5,25,-5
Cc1cccc(OCCOC(=O)CN2C(=O)NC3(CCCC3)C2=O)c1,2,-4,5,-1,-3,5,0,0,-9
O=C1NCCN1CCN1C(=O)c2ccccc2NC1c1ccccc1 (stereo not drawn),5,-1,1,0,-4,0,-2,0,-7
C=CC[C@@H](Cc1ccc(F)cc1)C(=O)OC[C@@H]1CCCN1C(=O)[C@H](CC=C)CC(=O)N[C@H](CO)Cc1ccccc1,15,3,.,.,10,1,.,3,.
O=C(Nc1ccc(Cl)c(S(=O)(=O)N2CCOCC2)c1)C1=NN(c2ccccc2)C(=O)CC1,0,0,.,.,1,-1,.,4,.
c1ccc(Cn2c(Nn3cnnc3)nc3ccccc32)cc1,-1,-3,3,3,0,6,2,3,0
Cc1nn(C)cc1C(C)Nc1nc2nonc2nc1N1CCCCC1 (stereo not drawn),3,-4,-5,-1,4,6,-4,6,2
NCCCCCc1cn([C@@H](CO)C(=O)NCCCCCCCCCCC(=O)N2CCNCC2)nn1,-4,8,1,-2,5,2,2,4,-3
O=c1cc(C(F)F)oc2c1ccc1ccccc12,7,-3,-1,0,-2,-10,-3,4,12
COc1ccc(-c2cc(C)no2)cc1S(=O)(=O)Nc1cccc(C)c1,6,-4,0,2,-1,30*,7,0,-6
O=S(=O)(c1ccc(Cl)cc1)c1cnc(-c2cccnc2)nc1-c1ccccc1,3,1,-6,2,1,-4,-4,2,6
CCn1c(C)nc2cc(C(=O)NNC(=O)CCC3CCCCC3)ccc21,2,1,1,-3,7,5,2,8,5
CC(=O)N1CCc2c(sc3c2c(=O)n(-c2ccccc2)c(=O)n3CC(=O)NCC2CCCO2)C1 (stereo not drawn),-7,-1,-5,4,4,-2,0,-6,3
CCOC(=O)c1c(C)c(-c2ccccc2)n(CC(=O)N2CCN(C)CC2)c1C,-3,0,7,-3,9,-2,-5,0,6
C/C=C1\C(OC2OC(CO)C(O)C(O)C2O)OC=C(C(=O)OC)C1CC(=O)OCC1C(C)C(OC(=O)CC2C(C(=O)OC)=COC(OC3OC(CO)C(O)C(O)C3O)/C2=C\C)CC1C(CO)CO (stereo not drawn),11,1,-1,-1,3,5,0,5,22
CC(=O)Nc1ccccc1NS(=O)(=O)c1ccc(Cl)cc1,4,-3,-3,2,5,-1,-1,0,1
Cc1cccc(-c2noc(CN(C)S(=O)(=O)c3cc(Cl)ccc3Cl)n2)c1,1,-6,0,-5,5,-5,-4,-4,-4
O=C(N/N=C1/CCSC1)c1cc(Br)ccc1O,14,2,5,-4,10,37*,-10,16,9
Nc1nnc(Cc2ccccc2F)s1,6,-1,-2,-1,8,1,-4,2,-1
c1ccc(OCCSc2nc3ccccc3o2)cc1,1,0,-5,-4,2,-3,-7,13,0
CN(C)S(=O)(=O)N1CCN(Cc2ccccc2)CC1,2,5,3,0,-2,1,-6,11,-2
Cc1ccc(C(=O)NC(=S)NCc2ccccc2)cc1,8,2,-2,-4,1,7,-6,-3,8
CC(=O)OCCNc1cc(Sc2nc3ccccc3[nH]2)c2nonc2c1[N+](=O)[O-],11,-11,5,1,3,6,3,-7,18
CCCc1cc(=O)[nH]c(SCC(=O)c2cc(C)n(-c3c(C)n(C)n(-c4ccccc4)c3=O)c2C)n1,-5,-1,-4,2,-6,4,0,1,6
C=C(C)CNC(=O)c1ccc2nc(Cc3ccc(OC)cc3)oc2c1,1,1,1,-2,7,-3,-1,0,-3

# (more compounds)
SMILES,PAFAH1B3 inh,PAD4 FP inh,Fam108B inh,LYPLA1 counter,PAFAH1B2 FP inh,pPAFAH FP inh,PME-1 inh,PAFAH2 inh,GSTO1 counter
CC(C)OC(=O)c1ccc(OC(=O)c2cccnc2)cc1,11,2,3,1,4,-1,4,7,-3
O=C(O)CCc1ccc(-c2ccccc2)n1NC(=O)c1sc2ccccc2c1Cl,1,-1,0,-3,0,8,-6,2,3
Cc1ccc(C)c(NC(=S)NC2CC3CCC(C2)N3Cc2ccco2)c1 (stereo not drawn),-4,-2,5,3,-3,-1,1,1,1
Nc1nnc(COc2ccc(Br)cc2Br)s1,1,3,-4,-1,5,7,-4,1,1
C=CCOC(=O)C1=C(C)NC(C)=C(C(=O)OCC=C)C1c1cccs1,0,5,-2,7,6,0,1,0,2
Cc1cc2cc3c(cc2nc1SCC(=O)O)OCCO3,8,1,1,0,2,-1,-1,5,-6
O=C(CSC1=NCCS1)N1CCCC1,3,0,-5,2,2,4,2,-3,-15
CCCc1cc(=O)[nH]c(SCC(=O)Nc2ccc(N3CCCCC3)cc2)n1,7,2,.,.,11,19,.,5,.
CC1CCCN(C(C(=O)Nc2ccc(C(C)C)cc2)c2ccc3c(c2)OCO3)C1 (stereo not drawn),8,3,-3,-1,4,2,-4,-18,-6
CC(C)CCn1c(SCC(=O)c2ccccc2)nc2c1c(=O)[nH]c(=O)n2C,9,0,0,3,7,-5,-2,12,3
COc1ccc(CNC(=O)c2c(-c3cc(Cl)c(OC)c(Cl)c3)noc2C)cc1,5,1,2,0,2,6,1,-1,-4
CC(=O)Nc1sc2c(c1C(N)=O)CCC2,1,1,2,3,3,5,-4,-3,-5
c1ccc(OCCN2CCN(C(c3ccccc3)c3ccccc3)CC2)cc1,-5,-1,1,0,0,0,14,9,0
CCN(CC)CC(C)(C)COC(=O)c1oc2ccccc2c1C,3,-4,-1,-1,1,3,-2,-4,9

# Source: PubChem BioAssay
